PERK inhibitor – block of dimerizer-induced PERK translation repression, primary screen, PERK inhibitor project, CHO PERK-DD cells, SEAP luminescence, HTS; CHO PERK-DD fusion, SEAP luminescence translation reporter; inhibition, % at 5.6 µM; 0.17% of 220,000 active;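 active = inhibition above the mean inhibition of all tested compounds plus 3 SD, set separately per screening campaign, cut at about 2.9% in these data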;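 note: PERK kinase domain activated by AP20187 dimerizer at 100 nM; 0% = DMSO with dimerizer and 100% = rapamycin at 8.4 µM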
p97 inhibitor – inhibitors of human p97 ATPase, primary screen, biochemical | Transitional endoplasmic reticulum ATPase (Homo sapiens), P55072 | recombinant p97 ATPase, Kinase-Glo ATP luminescence, 3 h | inhibition, % at 8 µM | 0.42% of 220,000 active | AID 1481, 2009; in the data active = inhibition above about 15%;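 note: 0% = DMSO vehicle and 100% = wells lacking enzyme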
Wee1 stabilizer – Wee1 degradation inhibitors, primary screen, cell-based, HeLa, Wee1K328M-luciferase, luminescence. HeLa Luc-Wee1K328M stability; 100% = proteasome inhibitor MG132 effect. reporter increase, % at 5 µM. 1.2% of 220,000 active. AID 1321, 2008;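 active = activation above the mean of all tested compounds plus 3 SD, set per screening run, cut at about 8.8% in these data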;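 note: cells exposed to compound for 20 h before luminescence read; 0% = DMSO alone and 100% = MG132 at 30 µM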
FXIIa inh 1536 – human FXIIa protease inhibitors, primary screen, biochemical, 1536-well; Coagulation factor XII (Homo sapiens), P00748; purified FXIIa, Boc-QGR-AMC fluorogenic substrate, 2 h; inhibition, % at 5 µM; 0.3% of 220,000 active; AID 800, 2007; in the data active = inhibition above about 40%;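 note: 0% = enzyme with no compound and 100% = blank without enzyme; many of its hits are not listed in these tables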
Furin inhibitor – human furin inhibitors, primary screen, biochemical, fluorescence intensity; P09958; purified furin, fluorogenic substrate cleavage; inhibition, % at 30 µM; 0.061% of 220,000 active; in the data active = inhibition above about 25%; note: inactives centre near -15
Target sequence (P09958 108-714 limits assumed): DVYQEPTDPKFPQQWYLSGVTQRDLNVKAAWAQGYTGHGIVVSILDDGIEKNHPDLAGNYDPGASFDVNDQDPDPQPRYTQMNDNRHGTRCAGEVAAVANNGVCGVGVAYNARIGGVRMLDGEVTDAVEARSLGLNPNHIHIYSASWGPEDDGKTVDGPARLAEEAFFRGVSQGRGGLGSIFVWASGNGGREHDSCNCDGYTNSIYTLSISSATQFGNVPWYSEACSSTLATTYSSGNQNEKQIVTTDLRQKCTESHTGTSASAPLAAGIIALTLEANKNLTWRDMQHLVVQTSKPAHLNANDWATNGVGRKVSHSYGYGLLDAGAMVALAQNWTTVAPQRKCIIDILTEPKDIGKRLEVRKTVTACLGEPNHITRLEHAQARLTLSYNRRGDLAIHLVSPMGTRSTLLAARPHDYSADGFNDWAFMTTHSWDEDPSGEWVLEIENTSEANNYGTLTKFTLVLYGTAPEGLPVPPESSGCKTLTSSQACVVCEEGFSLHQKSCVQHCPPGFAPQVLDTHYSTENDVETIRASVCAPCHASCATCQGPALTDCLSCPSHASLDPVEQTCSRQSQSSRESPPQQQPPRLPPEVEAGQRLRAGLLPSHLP
hK5 inh – human KLK5 protease inhibitors, primary screen, biochemical, 1536-well; Kallikrein-5 (Homo sapiens), Q9Y337; recombinant hK5, fluorogenic AMC substrate cleavage; inhibition, % at 5 µM; 0.59% of 210,000 active;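 active = inhibition of 40% or more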;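 note: 0% = enzyme controls without compound and 100% = no-enzyme blanks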
Target sequence (Q9Y337 67-293 limits assumed): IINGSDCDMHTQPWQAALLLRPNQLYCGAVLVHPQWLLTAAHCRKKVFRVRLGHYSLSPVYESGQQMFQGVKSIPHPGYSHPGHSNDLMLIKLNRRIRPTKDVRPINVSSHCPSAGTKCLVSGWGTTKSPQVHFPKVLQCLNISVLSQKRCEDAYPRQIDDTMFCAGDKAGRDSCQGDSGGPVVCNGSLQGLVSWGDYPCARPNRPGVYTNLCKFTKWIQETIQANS
FXIa inh – human FXIa protease inhibitors, primary screen, biochemical, 1536-well | inhibition, % at 5 µM | 0.14% of 220,000 active | Coagulation factor XI (Homo sapiens), P03951 | purified FXIa, Boc-Glu-Ala-Arg-AMC fluorogenic substrate;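 active = inhibition of at least 40%; inactive = inhibition below 40%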;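 note: fluorescence of freed AMC excited at 355 nm; 0% = enzyme without compound and 100% = no enzyme blank; many of its hits are not listed in these tables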
Cl transport mod – KCC2 cotransporter modulators, thallium flux, primary screen, cell-based, HEK293 KCC2, FluoZin-2 fluorescence, MLSMR; Solute carrier family 12 member 5 (Homo sapiens), Q9H2X9; KCC2 cells, thallium flux FluoZin-2 fluorescence; B-score of Tl+ flux slope (higher = more flux/activation; lower = inhibition) at 10 µM; 2.2% of 190,000 active;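 active = thallium flux slope and its plate-corrected score both differing from the plate sample mean at a set confidence after two filtering rounds, in either direction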;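 note: slope of fluorescence scaled to starting intensity during 10 to 20 s after thallium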
thrombin 1536 – human alpha-thrombin inhibitors, primary screen, counter-screen for coagulation protease inhibitor project, biochemical, 1536-well, fluorogenic AMC substrate; inhibition, % at 5 µM; Boc-VPR-AMC fluorogenic substrate cleavage; Prothrombin (Homo sapiens), P00734; 0.26% of 220,000 active;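 active = inhibition at or above 40%; inactive = inhibition below 40%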;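 note: 0% = enzyme with no compound and 100% = wells without enzyme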
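Material: human alpha-thrombin protein. Incubation: reaction at ambient temperature. Technique: fluorescence of released AMC, ex 355 nm, em 460 nm. Control set: no-compound enzyme wells and no-enzyme blanks. Also added: Boc-VPR-AMC substrate, 15 µM final. Buffer or medium: pH 7.5 Tris (50 mM) with NaCl 150 mM, Tween 20 0.05%.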
Starred values were filed as active, the others as inactive; x = not tested or not shown; [ ] = remark or other dose.

SMILES	PERK inhibitor	p97 inhibitor	Wee1 stabilizer	FXIIa inh 1536	Furin inhibitor	hK5 inh	FXIa inh	Cl transport mod	thrombin 1536
O=C1CCC(C(=O)OCc2cc(=O)oc3ccc4ccccc4c23)=NN1	0.7	0	-1	4	-32	-6	-2	-0.8	2
COc1ccc(-n2c(=O)c3c4c(sc3n(CC(=O)Nc3cc(C)[nH]n3)c2=O)CCCC4)c(OC)c1	-0.1	0	-3	9	-13	-1	1	-0.01	-9
Cc1ccc(-c2nc3ccccc3[nH]2)cc1NC(=O)c1ccco1	-1.8	6	-2	13	-16	3	5	x	1
ClCc1csc(-c2ccccc2Cl)n1	-0.2	-3	2	8	-15	3	-4	-0.85	-9
COc1ccc(NC(=O)CSc2c(C)nn(-c3nnc(C)c(=O)[nH]3)c2C)cc1	1.1	7	-2	12	20[20 µM]	-7	3	1.2	3
CNC(=O)NC(=O)C(C)OC(=O)c1c2c(nc3ccccc13)/C(=C/c1cccs1)CC2 (centres undefined)	-0.1	4	0	-5	4	-9	-2	0.85	-8
Nc1c([N+](=O)[O-])cc(-c2cnc[nH]2)cc1[N+](=O)[O-]	1.2	4	-1	7	-25	1	-1	-2.2	-5
Cc1onc(-c2c(F)cccc2Cl)c1C(=O)NC(=S)Nc1c(C)n(C)n(-c2ccccc2)c1=O	-0.7	0	1	7	-18	-5	-5	0.079	-6
CCOC(=O)CN(C(=O)CSc1nnc(C)n1-c1ccccc1)c1ccccc1	0.3	-4	2	10	-15[20 µM]	1	15	x	0
COc1ccc(Br)cc1CNC(=O)Nc1cccs1	-0.8	2	1	22	-12[20 µM]	-12	20	0.76	-1
Cn1cnnc1SCC(=O)Nc1cccc(C(=O)O)c1	-0.2	6	1	-1	-8[20 µM]	-8	-2	0.39	1
COc1ccc(/C=C/C(=O)Nc2nc(C)c(C(=O)N(C)C)s2)cc1	-0.2	1	0	19	11	-11	6	0.13	-6
COC(=O)c1ccc(C(=O)OC)c(NC(=O)CS(=O)(=O)Cc2ccccc2)c1	0.9	-1	-1	11	-27	-8	0	-0.0053	-5
CCNC(=S)NNC(=O)CC(C)C	1.4	5	3	3	-22	-3	-3	0.41	-7
CC(=O)NCC(=O)N1CCCC(C(=O)c2ccc(Oc3ccccc3)cc2)C1 (centres undefined)	1.2	3	4	-1	-6	x	-5	-0.35	-2
N#C/C(=C\c1c[nH]c2ccccc12)c1nnc2n1CCCCC2	0.1	6	-2	6	4	-5	5	-1.2	1
COc1ccc(Nc2nnc(-c3ccc(O)cc3)c3ccccc23)cc1C(N)=O	-1.1	8	-1	3	-2	1	-4	-0.24	1
Cc1cc(Br)ccc1NCc1ccccn1	2.4	0	-2	0	-17[20 µM]	4	-1	-0.34	2
CCCCCCOc1ccc(N2C(=O)CC(N3CCC(C(=O)OCC)CC3)C2=O)cc1 (centres undefined)	-0.5	-9	-1	-4	-16	-27	-20	x	20
O=C(CN1CC(c2ccccc2)CC1=O)Nc1ccc2c(c1)OCO2 (centres undefined)	0.7	1	-1	8	-10	-8	7	-1	0

Brought forward from above: four compounds, then new ones.
SMILES	PERK inhibitor	p97 inhibitor	Wee1 stabilizer	FXIIa inh 1536	Furin inhibitor	hK5 inh	FXIa inh	Cl transport mod	thrombin 1536
COc1ccc(Nc2nnc(-c3ccc(O)cc3)c3ccccc23)cc1C(N)=O	-1.1	8	-1	3	-2	1	-4	-0.24	1
Cc1cc(Br)ccc1NCc1ccccn1	2.4	0	-2	0	-17[20 µM]	4	-1	-0.34	2
CCCCCCOc1ccc(N2C(=O)CC(N3CCC(C(=O)OCC)CC3)C2=O)cc1 (centres undefined)	-0.5	-9	-1	-4	-16	-27	-20	x	20
O=C(CN1CC(c2ccccc2)CC1=O)Nc1ccc2c(c1)OCO2 (centres undefined)	0.7	1	-1	8	-10	-8	7	-1	0
CC1CCCN(S(=O)(=O)c2ccccc2[N+](=O)[O-])C1 (centres undefined)	-0.2	-2	-1	11	7	-13	17	0.63	-5
O=[N+]([O-])c1cccc(C(=Nc2ccc(Cl)cc2)NO)c1	-1.3	-10	-5	9	-12[20 µM]	-25	-13	0.98	-2
CCC(=O)NC(=S)Nc1ccc(NC(=O)c2cccc([N+](=O)[O-])c2C)cc1	-0.2	1	0	11	5	-20	2	0.045	-2
CN(C)c1nc(OCCOC(=O)Nc2ccc(Cl)cc2Cl)nc(N(C)C)n1	-0.6	1	3	11	-3	-18	-5	-1.7	-9
Cc1cccc(NC(=S)NCCN2CCOCC2)c1	0.7	0	-1	-8	-21	-8	-5	0.55	-9
Cc1cc(C)cc(OCC(=O)Nc2ccc(N3CCCC3)cc2)c1	0.1	7	-2	45*	-25	6	16	0.36	2
Cc1ccc(C(C)NC(=O)/C(C#N)=C\c2c(C)[nH]c3ccccc23)cc1 (centres undefined)	-0.3	2	-1	4	6[20 µM]	-15	5	0.63	14
COc1cc2cnncc2cc1OC	-0.5	5	-1	14	-15[20 µM]	14	6	-0.17	2
C=C1C(=O)[C@@]23[C@H](O)C[C@@H]4C(C)(C)CC[C@H](O)[C@]4(C)[C@@H]2C[C@H](O)[C@@H]1[C@H]3O	0.7	5	-4	17	-12	-3	6	-0.13	4
CCN(CC)C(=O)CSc1nnc(CCNC(=O)OC(C)(C)C)o1	-1.0	-1	0	8	-13	-27	2	-0.41	-12
C/C=C/C(=O)OCC(=O)Nc1c(Cl)cccc1Cl	-0.1	-4	-1	14	4[20 µM]	-7	8	-0.43	10
COc1ccccc1N1CCN(C(=O)c2n[nH]c3ccccc23)CC1	0.4	-1	-3	11	-33	10	-1	-0.057	-1
O=C1c2oc3ccccc3c(=O)c2C(c2ccc(O)cc2)N1c1nccs1 (centres undefined)	1.4	3	-2	-2	-18	-16	-4	0.23	1
O=C(c1ccc(Cl)c(S(=O)(=O)N2CCCCCC2)c1)N1CCN(c2ccccc2O)CC1	0.6	4	-2	8	-4	2	4	0.069	5
Cc1ccc(CS(=O)(=O)CCC(=O)NCCCN2CCCC2=O)cc1	-0.1	4	0	4	-21	7	-2	x	0
CCOC(=O)CSc1nc2c(c(=O)n(C)c(=O)n2C)n1CCCc1ccccc1	0.3	1	-1	-1	-17	0	-20	-1.7	-4
O=c1c2c3c(sc2n(CCN2CCOCC2)c(=O)n1Cc1ccco1)CCCCC3	-0.8	0	-3	13	-22	-10	6	-0.46	2
CS(=O)(=O)Nc1ccccc1C(=O)O	0.4	3	2	4	-18	2	-6	0.028	-5
CN(CC1CCOCC1)C(=O)CC1C(=O)NCCN1Cc1ccc(Cl)c(F)c1 (centres undefined)	0.4	0	0	6	-17	2	0	-0.43	0
Cc1nn(-c2ccccc2)c(N)c1N=Nc1cccc(S(=O)(=O)N2CCOCC2)c1	-0.7	8	-2	7	-4	3	15	-0.46	-9
O=c1[nH]c(CN2CCc3ccccc3C2)nc2ccccc12	0.0	7	3	-7	-10[20 µM]	-16	8	0.79	-3
O=C(CSc1nnc(SCc2ccccc2)s1)N/N=C/c1c[nH]c2ccccc12	1.6	9	0	2	-14	0	-4	-0.78	3
Cc1ccc(NC(=O)COC(=O)CNC(=O)c2ccc(C)s2)cc1	0.6	0	-3	12	-20	13	2	x	8
CN1C(=O)CSc2ccc(NC(=O)N3CCOCC3)cc21	0.4	2	4	4	-23[20 µM]	-1	-2	-0.46	0
O=C1CCN(S(=O)(=O)c2ccccc2)CCN1CCOCc1ccc(Cl)cc1	x	x	x	7	-13	0	1	-0.51	1
Cc1cc(NC(=O)c2ccccc2)n(-c2ccccc2)n1	-0.2	6	-2	6	-13	-14	-5	0.43	6
Cn1c(=O)c2c(nc(NNC(=O)C(F)(F)F)n2C)n(C)c1=O	1.1	1	-2	9	-22	-1	1	0.27	3
CCCCCC(=O)Nc1ccc(C(=O)N/N=C/c2ccc([N+](=O)[O-])cc2)cc1	0.6	3	0	15	-27	0	6	-0.55	5
Nc1nc(-c2ccc(-n3nncc3-c3ccco3)cc2)cs1	1.4	10	-3	2	7	-10	2	0.23	-9
CC(C)(C)c1cc(C(=S)N2CCN(CCO)CC2)cc(C(C)(C)C)c1O	-0.6	-6	-2	-12	-3[20 µM]	-30	-8	x	-11
COCCNC(=S)N/N=C1\CC(C)CC(C)(C)C1 (centres undefined)	0.6	1	-1	-2	-33	-7	-2	-0.5	-2
CCC(C)Sc1nc(O)cc(=O)[nH]1 (centres undefined)	0.5	-1	-1	13	-16	-1	-1	x	-3
COc1ccc(OC)c(CN2CCN(CCc3ccccc3)C(CCO)C2)c1 (centres undefined)	-1.0	-2	2	6	-15	-2	-4	x	-6
O=C(NCCc1c[nH]c2ccccc12)C(=O)NCC1OCCCN1S(=O)(=O)c1cccs1 (centres undefined)	-0.4	-2	7	13	1	6	9	-1.3	0
C=CCOc1ccc(Cl)cc1CNCCCN1CCOCC1	0.8	0	-2	-3	-11[20 µM]	5	-4	0.95	-2
CC(=O)N[C@H]1[C@H](OCc2ccccc2F)O[C@H](COC(C)=O)[C@@H](OC(C)=O)[C@@H]1OC(C)=O	0.3	-2	3	10	2	1	0	1.9	-5
O=C(CSc1n[nH]c(=O)n1Cc1ccco1)c1ccc(F)cc1	0.6	4	-3	6	-22	0	1	-0.086	-4
Cc1nc2cc(NC(=O)N3c4ccccc4CC3C)ccc2n1C (centres undefined)	-0.3	-3	1	0	-23[20 µM]	-5	-9	-0.026	-6
CCCc1nnc(SCCSc2nnc(CCC)n2N)n1N	1.8	3	1	10	-11[20 µM]	-19	0	-0.18	-4
COc1ccccc1-c1nnc(SCC(=O)NC2CCCCC2)o1	-0.6	-2	1	8	-17	-1	0	-1.3	-4
CC(=O)c1sc(N/N=C2\CC3CCC2(C)C3(C)C)nc1C (centres undefined)	-0.2	0	5	4	-26	-6	-1	-1.4	-18
C/C=N\NC(=O)COc1cc(C)ccc1C	0.8	-1	-2	8	-20	-3	-1	1.1	-4
C/C(=N\NC=O)c1ccncc1	2.1	1	-2	7	-24	0	1	1.5	1
CCOc1ccccc1N1CCN(C(=O)c2cccc(-c3ccc(O)cc3)c2)CC1	-1.6	-10	-2	9	-22	17	-3	-1.4	1
O=C(CCc1ccc(S(=O)(=O)N2CCOCC2)cc1)Nc1nc(COc2ccccc2)cs1	-1.9	-3	-1	12	-14[20 µM]	-7	2	-2.2	1
Cc1ccc(S(=O)(=O)N2CCCCC2)cc1NC(=O)Cn1ccsc1=N	-0.1	1	-1	5	-27	1	-4	1.5	4
Nc1ccc(C23CC4CC(CC(O)(C4)C2)C3)cc1	1.6	2	-1	21	-21	-5	13	-0.67	-1
Cn1nc([N+](=O)[O-])nc1Oc1ccccc1N	0.6	1	-2	-12	-17[20 µM]	-1	-3	-0.86	-12
CCC/C(O)=C1\C(=O)CC(c2ccccc2)CC1=NC (centres undefined)	-1.1	3	4	11	-24[20 µM]	8	4	0.31	-8

Screening data deposited in PubChem by several laboratories.

Outcome played no part in choosing rows (roughly 4.4% active in at least one column).
